Screens as filed in PubChem.
RNase H inhibition: RNase H inhibition, HIV 1 Gag Pol polyprotein, FRET biochemical assay, screening (AID 372) | 0.77% of 100,000 active | HIV-1 RT RNase H, FRET RNA/DNA substrate fluorescence; higher % means a stronger effect | inhibition, % at 10 µM; hits with a dose series show IC50 in µM; in the data active means inhibition above about 50%
The depositor's hits bear a star. This is a subset; the hit share may differ from the screen's.

Screening O=C(NCC1CCCO1)c1nc2nc(-c3ccccc3)cc(C(F)(F)F)n2n1 (stereo not drawn) returned RNase H inhibition 0%.
COCCCNC(=O)C(=O)NCCc1ccc(OC)cc1 was read as RNase H inhibition 3%.
For CC(C)(C)OC(=O)C1C(=O)CC(C)(O)C(C(=O)OC(C)(C)C)C1c1ccccc1 (stereo not drawn) the results were RNase H inhibition 16%.
For Cn1ccnc1SCC(=O)c1ccc(Br)cc1 the results were RNase H inhibition 5%.
For COc1ccc(/C(N)=N/OC(=O)c2ccc(F)cc2)cc1 the results were RNase H inhibition 8%.
Screening O=C1NC(=O)N(c2ccccc2)C(=O)C1C(c1ccccc1)c1ccccc1 (stereo not drawn) returned RNase H inhibition 5%.
Screening CC(=O)Nc1nc(C)c(CN2CCOCC2)s1 returned RNase H inhibition 6%.
O=C(N/N=C/c1ccc(O)c(Br)c1)c1cc([N+](=O)[O-])cc([N+](=O)[O-])c1 was read as RNase H inhibition 5%.
Screening Cc1ccc(NC(=S)NC(=O)c2cccc(Cl)c2)cc1 returned RNase H inhibition 2%.
`O=C(Nc1ccccc1C(=O)Nc1ccccn1)c1ccc([N+](=O)[O-])cc1` gave RNase H inhibition 16%.
Cc1cc(C)c2nc3s/c(=C\c4cc(Br)ccc4O)c(=O)n3c2c1 was read as RNase H inhibition 12%.
For O=c1[nH]c(=O)n(-c2ccccc2)c(O)c1C(c1cccnc1)c1c(O)n(-c2ccccc2)c(=O)[nH]c1=O the results were RNase H inhibition 0%.
`O=C(Nc1nnc(CSCc2ccc(Cl)cc2Cl)s1)Nc1ccc(Cl)cc1Cl` gave RNase H inhibition 33%.
For COc1ccc(CN2CCN(C3CC4CCC3C4)CC2)c(OC)c1 (stereo not drawn) the results were RNase H inhibition 10%.
`O=S(=O)(Nc1cccnc1)c1cc(Cl)ccc1Cl` gave RNase H inhibition 0%.
Screening CC/C(=N\N=C1/SC(C)C(=O)N1Cc1ccco1)c1ccccc1 (stereo not drawn) returned RNase H inhibition 11%.
CC(=O)CC(=O)Nc1cc(C(F)(F)F)ccc1Cl was read as RNase H inhibition 4%.
For O=C(CSc1nnc(Cc2ccccc2)n1-c1ccc(Cl)cc1)c1cccc([N+](=O)[O-])c1 the results were RNase H inhibition 7%.
For NC(=O)C1=CN(Cc2ccccc2)C=CC1 the results were RNase H inhibition 10%.
CCN(CC)c1ccc(/C=C2\SC(=S)N(N)C2=O)cc1 was read as RNase H inhibition 40%.
Cc1ccc(NC(=O)c2cc(I)ccc2Cl)c([N+](=O)[O-])c1 was read as RNase H inhibition 0%.
For C=CCNC(=O)c1c(O)c2ccccc2[nH]c1=O the results were RNase H inhibition 5%.
For COC(=O)c1ccccc1NC(=O)c1ccc2c(c1)OCCO2 the results were RNase H inhibition 11%.
Screening O=C(O)c1ccc(N[C@H]2OC[C@@H](O)[C@H](O)[C@H]2O)cc1 returned RNase H inhibition 0%.
For O=C(/C=C/c1ccco1)Nc1cccc(-c2nc3ncccc3o2)c1 the results were RNase H inhibition 7%.
`CC(C)NCC(O)COc1ccc(C(C)C)cc1` (stereo not drawn) gave RNase H inhibition 6%.
For CCC(C)c1ccc(NC(=O)c2ccc(Br)cc2)cc1 (stereo not drawn) the results were RNase H inhibition 0%.
Fc1ccc(CNC(=S)NC2CCCCC2)cc1 was read as RNase H inhibition 2%.
For CCCNC1=CC(=O)C(NCCC)=CC1=O the results were RNase H inhibition 7%.
`CCN(CC)c1ccc(NC(=O)c2ccc(C(C)C)cc2)cc1` gave RNase H inhibition 11%.
Cc1ccc2c(c1)NC(c1cccs1)C1=C(CC(c3ccccc3)CC1=O)N2 (stereo not drawn) was read as RNase H inhibition 11%.
C/C(=C1/C(=O)N(c2nc3ccccc3s2)N=C1CSc1ccc(Cl)cc1)N1CCOCC1 was read as RNase H inhibition 0%.
COC(=O)C(NC(=O)c1ccccc1Br)C(C)C (stereo not drawn) was read as RNase H inhibition 7%.
For COc1ccc(N(CC(=O)Nc2ccc(Cl)cc2C)S(=O)(=O)c2ccccc2)cc1 the results were RNase H inhibition 9%.
`COc1ccc(NC(=O)CCCOc2ccc(Cl)cc2Cl)cc1Cl` gave RNase H inhibition 16%.
For COC(=O)C1=C(C)NC(C)=C(C(=O)OC)C1c1ccc(-c2ccc(Cl)cc2Cl)o1 the results were RNase H inhibition 10%.
`Cc1onc(-c2ccccc2Cl)c1C(=O)N[C@@H](C)c1ccccc1` gave RNase H inhibition 11%.
For O=C(N/N=C/c1cc(Br)cc(Br)c1O)c1ccc(N2CCCC2=O)cc1 the results were RNase H inhibition 0%.
`O/N=C1/c2ccccc2/C(=N/O)C1c1ccc(Cl)cc1` gave RNase H inhibition 7%.
Screening N#C/C(=C/c1cn(Cc2ccc(F)cc2)c2ccccc12)C(=O)Nc1ccc(Cl)cc1 returned RNase H inhibition 19%.
Cc1ccc(OCC(=O)O/N=C(\N)c2ccc(Cl)cc2)cc1 was read as RNase H inhibition 3%.
Screening CCc1ccc(OCCNC(C)(C)C)cc1 returned RNase H inhibition 7%.
`COc1ccc(N(CC(=O)O)S(C)(=O)=O)cc1` gave RNase H inhibition 4%.
For CC1=C(C(=O)OC2CCCCC2)C(c2ccccc2Cl)C2=C(CCCC2=O)N1 (stereo not drawn) the results were RNase H inhibition 0%.
For Cc1nc(-c2ccccc2)nc(N/N=C/c2cccc(Cl)c2)c1C the results were RNase H inhibition 7%.

In the list so far, these contain bromine:
For Cn1ccnc1SCC(=O)c1ccc(Br)cc1 the results were RNase H inhibition 5%.
O=C(N/N=C/c1ccc(O)c(Br)c1)c1cc([N+](=O)[O-])cc([N+](=O)[O-])c1 was read as RNase H inhibition 5%.
Cc1cc(C)c2nc3s/c(=C\c4cc(Br)ccc4O)c(=O)n3c2c1 was read as RNase H inhibition 12%.
For CCC(C)c1ccc(NC(=O)c2ccc(Br)cc2)cc1 (stereo not drawn) the results were RNase H inhibition 0%.
COC(=O)C(NC(=O)c1ccccc1Br)C(C)C (stereo not drawn) was read as RNase H inhibition 7%.
For O=C(N/N=C/c1cc(Br)cc(Br)c1O)c1ccc(N2CCCC2=O)cc1 the results were RNase H inhibition 0%.

Remaining list, next part:
C=CCOc1ccc(C2C3=C(CC(C)(C)CC3=O)OC3=C2C(=O)CC(C)(C)C3)cc1OCC was read as RNase H inhibition 13%.
For O=C(N/N=C/c1ccccc1Br)C(=O)N/N=C/c1ccccc1Br the results were RNase H inhibition 15%.
`CCOc1cc2c(c([N+](=O)[O-])c1)NC(C(=O)O)C1CC=CC21` (stereo not drawn) gave RNase H inhibition 0%.
Screening Cc1ccc(C)c(NC(=O)C2CC3CCC2C3)c1 (stereo not drawn) returned RNase H inhibition 30%.
COCc1cc(CN(C)C2CCCCC2)c(O)c2ncccc12 was read as RNase H inhibition 0%.
Oc1ccc(N=Cc2cccc(O)c2O)cc1 was read as RNase H inhibition 25%.
For CCOc1ccccc1NC(=O)C1CN(S(=O)(=O)c2ccccc2)CCN1S(=O)(=O)c1ccccc1 (stereo not drawn) the results were RNase H inhibition 15%.
Screening O=C(COc1ccccc1[N+](=O)[O-])N/N=C/c1cc2c(cc1[N+](=O)[O-])OCO2 returned RNase H inhibition 15%.
Screening O=C(NC(=S)Nc1ccccc1C(F)(F)F)c1ccccc1Cl returned RNase H inhibition 1%.
N#Cc1c(NC(=S)NC(=O)c2ccco2)sc2c1CCC2 was read as RNase H inhibition 1%.
For CCOc1ccccc1N1C(=O)c2ccc(-c3nc4ccccc4c(=O)o3)cc2C1=O the results were RNase H inhibition 2%.
`O=C(NCc1ccc(Cl)cc1Cl)C(=O)NCc1ccc(Cl)cc1Cl` gave RNase H inhibition 4%.
For O=[N+]([O-])c1cccc(Nc2nc(OCC(F)(F)C(F)F)nc(OC(F)(F)C(F)F)n2)c1 the results were RNase H inhibition 13%.
O=C(Nc1cccc(-c2nc3ccccc3s2)c1)c1ccc(S(=O)(=O)N2CCCC2)cc1 was read as RNase H inhibition 21%.
`COC(=O)C1=C(C)NC(=O)NC1c1ccc(OC(=O)c2cccs2)c(OC)c1` (stereo not drawn) gave RNase H inhibition 24%.
Screening COc1cccc(-c2nc(-c3ccccc3)no2)c1 returned RNase H inhibition 3%.
Screening O=C(Nc1cccc(C(=O)Nc2cccc(Cl)c2)c1)c1ccc([N+](=O)[O-])cc1 returned RNase H inhibition 13%.
Screening O=C(O)C1CSC(c2ccc(Cl)c([N+](=O)[O-])c2)N1 (stereo not drawn) returned RNase H inhibition 3%.
`Cc1cc(NS(=O)(=O)c2ccc(NC(=O)C(C)C)cc2)nc(C)n1` gave RNase H inhibition 0%.
CC1(C)CC(=O)C2=C(C1)Nc1[nH]c(=O)[nH]c(=O)c1C2c1ccc(O)cc1 (stereo not drawn) was read as RNase H inhibition 10%.
Screening O=C(COc1ccc2ccccc2c1)Nc1ccc(S(=O)(=O)N2CCc3ccccc32)cc1 returned RNase H inhibition 9%.
`COc1ccc(S(=O)(=O)Nc2ccc(Br)cc2C)cc1` gave RNase H inhibition 0%.
Screening O=C1NN(c2ccc(Br)cc2)C(=O)/C1=C\c1ccc(-c2ccccc2)o1 returned RNase H inhibition 28%.
`CC(C)OC(=O)NC(Nc1ccc(S(N)(=O)=O)cc1)(C(F)(F)F)C(F)(F)F` gave RNase H inhibition 7%.
For O=C(O)CCN1C(=O)/C(=C\c2ccco2)SC1=S the results were RNase H inhibition 0%.
COc1cc(C2C(C(=O)OCCc3ccccc3)=C(C)NC3=C2C(=O)CC(c2ccccc2)C3)cc(Cl)c1O (stereo not drawn) was read as RNase H inhibition 9%.
COc1ccc(-c2nc(-c3ccc(C)cc3)[nH]c2-c2ccc(OC)cc2)cc1 was read as RNase H inhibition 23%.
For COc1ccccc1OCC(=O)NCCc1nc2ccccc2[nH]1 the results were RNase H inhibition 7%.
Screening CCN(CC)CCOCCOc1c(C)cc(C)cc1C returned RNase H inhibition 0%.
COc1ccc(C(=O)NCCSc2ccc(C)cc2)cc1 was read as RNase H inhibition 3%.

Gathered by group, the entries above with a cyano group.
Screening N#C/C(=C/c1cn(Cc2ccc(F)cc2)c2ccccc12)C(=O)Nc1ccc(Cl)cc1 returned RNase H inhibition 19%.
N#Cc1c(NC(=S)NC(=O)c2ccco2)sc2c1CCC2 was read as RNase H inhibition 1%.

Further compounds follow:
For O=C(COc1ccc(Br)cc1)Nc1cc(Cl)c(Cl)cc1Cl the results were RNase H inhibition 14%.
Screening CS(=O)(=O)N(Cc1ccc(C(=O)Nc2cccc(C(F)(F)F)c2)cc1)c1ccccc1 returned RNase H inhibition 58%*.
Screening O=C(Nc1ccc(Br)cc1)c1cccc(Cl)c1Cl returned RNase H inhibition 12%.
For CCOc1ccc(C(=O)Nc2ccc(OC)c(OC)c2)cc1[N+](=O)[O-] the results were RNase H inhibition 4%.
`Cc1ccc(S(=O)(=O)N2CCC(Cc3ccccc3)CC2)cc1C` gave RNase H inhibition 24%.
For CCc1cc(C)cc(OCCOc2ccc(Cl)cc2/C=C2\SC(N)=NC2=O)c1 the results were RNase H inhibition 42%.
For O=C(N/N=C/c1ccc(O)cc1O)c1cc(Br)cc(Br)c1O the results were RNase H inhibition 12%.
For O=C(c1ccccc1)N(/N=C/c1ccccc1)c1ccccc1 the results were RNase H inhibition 1%.
For Cc1ccc(C(=O)Nc2ccc(C(=O)O)cc2)cc1S(=O)(=O)Nc1ccc(I)cc1 the results were RNase H inhibition 14%.
CCCCN1C(=O)C2CC/C(=N/NC(N)=O)CC2C1=O (stereo not drawn) was read as RNase H inhibition 0%.
C=CCNC(=O)C(=O)NCCCOC was read as RNase H inhibition 0%.
Screening Cc1nn(Cc2cccc(Cl)c2)c(N)c1-c1ccccc1 returned RNase H inhibition 15%.
`CC1(C)CC(=O)C2=C(C1)NC1=C(C(=O)CC(C)(C)C1)C2c1ccc2c(c1)OCO2` gave RNase H inhibition 12%.
Screening O=C1NN(c2ccccc2)C(=O)C2C3C=CC(C4CC34)C12 (stereo not drawn) returned RNase H inhibition 6%.
For COc1cccc(N2C(=O)/C(=C/c3ccc(C)o3)SC2=S)c1 the results were RNase H inhibition 10%.
Screening CCN(CC)c1ccc(N=Cc2c(O)n(C)c(=O)n(C)c2=O)cc1 returned RNase H inhibition 23%.
`COc1cc(C(=O)N2CCN(Cc3ccccc3F)CC2)cc(OC)c1OC` gave RNase H inhibition 0%.
For O=C(/C=C/c1cccc(C(F)(F)F)c1)Nc1cccc2ncccc12 the results were RNase H inhibition 6%.
CC1(C)CC(=O)C2=C(C1)OC1=C(C(=O)CC(C)(C)C1)C2c1ccc(-c2ccc([N+](=O)[O-])cc2Cl)o1 was read as RNase H inhibition 4%.
O=C1/C(=C\c2cc([N+](=O)[O-])ccc2Cl)SC(=S)N1c1cccc(Cl)c1 was read as RNase H inhibition 8%.
`CC1(C)CC(=O)C2=C(C1)OC1=C(C(=O)CC(C)(C)C1)C2c1cc(Br)ccc1OCc1ccc(Cl)cc1Cl` gave RNase H inhibition 12%.
`O=C(O)c1cccc(Nc2nc(-c3ccccc3)c3cc(Cl)ccc3n2)c1` gave RNase H inhibition 0%.
CCOC(=O)C(CCCOc1cccc(Cl)c1)C(=O)OCC was read as RNase H inhibition 15%.
COc1cc(CN2CCCCCC2)cc(OC)c1 was read as RNase H inhibition 15%.
CCC(=O)Nc1ccc2nc(SCC(=O)Nc3ccccc3C(=O)OC)sc2c1 was read as RNase H inhibition 17%.
Screening O=[N+]([O-])c1ccc(C=Nc2ccc(Cl)cc2)o1 returned RNase H inhibition 15%.
